Bim-Mcl-1: disrupts Bim peptide binding to human Mcl-1; Q07820; Bead-based flow cytometry, Bim peptide-Mcl-1 binding; inhibition, % at 10 µM; actives 0.1% (n = 190,000); in the data active means inhibition above about 40%;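 further: 0% = no compound tracer wells and 100% = peptide blocker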
Pf gametocyte: kills late stage P. falciparum gametocytes; P. falciparum stage V gametocytes, ATP luminescence, 24 h; inhibition, % at 10.9 µM; actives 0.065% (n = 150,000);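 active means inhibition above the mean plus 3 SD of compounds within the control limits, set per campaign, cut at about 38% in these data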;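 further: 0% = DMSO wells and 100% = medium only without gametocytes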
GSH bead fluor: compound fluoresces at 488/530 nm on GSH beads; GSH beads flow cytometry, compound fluorescence 488/530 nm; hits give high values; actives 0.25% (n = 190,000); fluorescence (KMESF) at 10 µM; AID 1776; in the data active means fluorescence above about 89;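 further: glutathione beads carrying GST-tagged Bcl family fusion proteins plus one bare bead set; values are compound well signal with DMSO vehicle wells as background; inactives centre near 16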
Mcl1-Noxa inh: disrupts binding of human Mcl-1 to Noxa peptide. Q07820. TR-FRET Mcl-1/Noxa peptide binding, 2 h. inhibition, % at 21.7 µM. actives 1.5% (n = 220,000);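 active means compounds that cut the protein-peptide binding signal by more than 50% relative to plate controls in a single-dose test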;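 further: His-tagged Mcl-1 with rhodamine Noxa BH3 peptide and terbium anti-His antibody; 0% = Mcl-1 plus Noxa peptide wells and 100% = peptide-only wells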
Avidin fluor: avidin bead compound fluorescence profile | Avidin beads, compound fluorescence 488/530 nm, flow cytometry; hits give high values | AID 1775 | fluorescence (KMESF) at 10 µM | actives 0.38% (n = 220,000); in the data active means fluorescence above about 47; further: inactives centre near 10
RGS7-Gao reg: modulates binding of RGS7 to human Galphao; binding response (% of control), % at 10 µM; Multiplexed bead flow cytometry; actives lie on both sides; actives 0.35% (n = 220,000); P09471; in the data active means binding response below about 49% or above about 150%; inconclusive means no clear call, values can overlap the other calls; inactive means in between;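 further: fluorescent Galphao held in activated GDP-AlF4 state binding bead-coupled RGS7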
Target sequence (P09471 whole entry, looked up): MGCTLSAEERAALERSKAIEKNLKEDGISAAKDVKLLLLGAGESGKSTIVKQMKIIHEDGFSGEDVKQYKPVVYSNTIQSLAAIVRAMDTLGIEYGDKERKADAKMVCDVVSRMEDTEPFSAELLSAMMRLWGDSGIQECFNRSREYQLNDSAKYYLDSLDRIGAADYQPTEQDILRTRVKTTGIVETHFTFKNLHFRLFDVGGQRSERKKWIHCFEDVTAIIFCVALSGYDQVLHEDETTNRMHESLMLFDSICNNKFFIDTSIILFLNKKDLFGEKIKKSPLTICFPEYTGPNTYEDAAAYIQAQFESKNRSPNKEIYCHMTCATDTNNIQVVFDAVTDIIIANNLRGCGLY
RGS8-Gao reg: modulates binding of RGS8 to human Galphao; response (percent of control binding), % at 10 µM; AID 1423; actives 0.34% (n = 220,000); multiplexed bead flow cytometry; actives lie on both sides; in the data active means response below about 60% or above about 140%; inactive means in between;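 further: Galphao activated as the GDP aluminium fluoride complex binding bead-coupled RGS8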
Mcl1-Bid inh: Mcl-1/Bid interaction inhibition; TR-FRET Mcl-1/Bid-Dy647 peptide binding, 1536-well; inhibition, % at 21.7 µM; actives 0.97% (n = 220,000); AID 1021;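 active means compounds that cut the binding signal by more than half at the single screening dose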;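 further: His-tagged Mcl-1 with europium anti-His antibody binding Bid BH3 peptide; 0% = Mcl-1 plus peptide wells and 100% = peptide-only wells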
ABCB1 inh: inhibitors of human ABCB1 transporter, ABCG2 counter-screen; actives 0.067% (n = 190,000); inhibition, % at 6.6 µM; P08183; CCRF-Adr cells, JC-1 efflux, flow cytometry; in the data active means inhibition above about 40%;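 further: 0% = vehicle and 100% = reference inhibitor; higher value means more JC-1 retained so stronger ABCB1 efflux block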
RGS4-Gao reg: human RGS4-Galphao interaction regulation. Multiplexed bead flow cytometry, RGS4-Galphao binding; actives lie on both sides. binding response (% of control), % at 10 µM. actives 0.33% (n = 220,000); in the data active means binding response below about 49% or above about 150%; inactive means in between;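 further: fluorescent Galphao activated with aluminum fluoride binding bead-coupled RGS4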
ABCG2 inh: blocks JC-1 efflux by human ABCG2 transporter | actives 0.1% (n = 190,000) | IgMXP3 cells, flow cytometry | AID 1325 | Q9UNQ0 | inhibition, % at 6.6 µM;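 active means inhibition above 80%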;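 further: 0% = DMSO and 100% = nicardipine control wells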
Target sequence (Q9UNQ0 whole entry, looked up): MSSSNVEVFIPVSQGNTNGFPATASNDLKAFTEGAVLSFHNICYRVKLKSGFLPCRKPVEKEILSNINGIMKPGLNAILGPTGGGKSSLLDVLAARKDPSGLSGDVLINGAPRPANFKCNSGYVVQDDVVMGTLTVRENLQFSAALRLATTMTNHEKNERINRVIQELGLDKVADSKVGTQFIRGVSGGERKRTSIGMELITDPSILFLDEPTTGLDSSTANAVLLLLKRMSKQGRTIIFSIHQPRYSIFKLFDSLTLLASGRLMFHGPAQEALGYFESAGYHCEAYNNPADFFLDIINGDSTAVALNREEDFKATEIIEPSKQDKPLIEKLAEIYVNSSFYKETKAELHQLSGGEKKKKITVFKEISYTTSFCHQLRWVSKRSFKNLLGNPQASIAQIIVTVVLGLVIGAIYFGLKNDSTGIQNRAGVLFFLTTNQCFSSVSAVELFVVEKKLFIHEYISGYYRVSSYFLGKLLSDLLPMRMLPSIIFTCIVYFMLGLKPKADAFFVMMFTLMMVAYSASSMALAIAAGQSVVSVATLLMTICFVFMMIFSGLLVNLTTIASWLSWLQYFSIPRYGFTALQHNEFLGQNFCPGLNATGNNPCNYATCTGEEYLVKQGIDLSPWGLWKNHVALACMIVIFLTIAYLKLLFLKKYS
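material = IgMXP3 (ABCG2) plus far-red-tagged CCRF-Adr (ABCB1) cells | amount = 3 million cells/mL, equal mix of both lines | also added = JC-1 transporter substrate | dosing = one concentration, 6.6 µM final | schedule = 10 min at 25 °C | measured by = flow cytometric JC-1 green MFI at 530 nm | read-out basis = percent efflux inhibition, scaled nicardipine 100% to DMSO 0%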
Numbers without * were called inactive. Not a hit list; 3.3% or so of the library scored in one or more.

For Cn1c(SCc2ccccc2F)nc2cccnc21 the results were Bim-Mcl-1 -2, Pf gametocyte -28, GSH bead fluor 24, Mcl1-Noxa inh 0, Avidin fluor 5, RGS7-Gao reg 96, RGS8-Gao reg 99, Mcl1-Bid inh 2, ABCB1 inh -2.7, RGS4-Gao reg 97 and ABCG2 inh -3.
`O=C(COC(=O)c1cccnc1)c1ccc(Cl)c(Cl)c1` gave Bim-Mcl-1 -3, GSH bead fluor 21, Mcl1-Noxa inh 22, Avidin fluor 31, RGS7-Gao reg 98, RGS8-Gao reg 97, Mcl1-Bid inh 4, ABCB1 inh -0.1, RGS4-Gao reg 99 and ABCG2 inh 1.
For Cc1cccc(NC(=S)N/N=C/c2c[nH]c3ccccc23)c1 the results were Bim-Mcl-1 2, Pf gametocyte 1, GSH bead fluor 6, Mcl1-Noxa inh -15, Avidin fluor 12, RGS7-Gao reg 98, RGS8-Gao reg 99, Mcl1-Bid inh -127, ABCB1 inh -0.8, RGS4-Gao reg 103 and ABCG2 inh -2.
Screening O=C(CCc1ccc(S(=O)(=O)NCCc2ccccc2)cc1)NCc1ccco1 returned Bim-Mcl-1 0, GSH bead fluor 16, Mcl1-Noxa inh 12, Avidin fluor 23, RGS7-Gao reg 99, RGS8-Gao reg 98, Mcl1-Bid inh -8, ABCB1 inh -0.3, RGS4-Gao reg 93 and ABCG2 inh 0.
`CC1(C)CC(=O)C(C=N)=C(O)C1` gave Bim-Mcl-1 0, Pf gametocyte -3, GSH bead fluor 19, Mcl1-Noxa inh 10, Avidin fluor 31, RGS7-Gao reg 99, RGS8-Gao reg 101, Mcl1-Bid inh -5, ABCB1 inh -0.1, RGS4-Gao reg 101 and ABCG2 inh 6.
`Nc1cc([N+](=O)[O-])ccc1Nc1ccccc1` gave Bim-Mcl-1 0, Pf gametocyte -3, GSH bead fluor 15, Mcl1-Noxa inh 27, Avidin fluor 9, RGS7-Gao reg 93, RGS8-Gao reg 98, Mcl1-Bid inh -33, ABCB1 inh 1.3, RGS4-Gao reg 98 and ABCG2 inh 5.
`NC(=S)NNc1cccc2cccnc12` gave Bim-Mcl-1 11, Pf gametocyte 14, GSH bead fluor 8, Mcl1-Noxa inh -29, Avidin fluor 11, RGS7-Gao reg 102, RGS8-Gao reg 103, Mcl1-Bid inh -67, ABCB1 inh -0.1, RGS4-Gao reg 102 and ABCG2 inh 0.
For COc1ccc(Cc2nc(-c3cccc(C)c3)no2)cc1 the results were Bim-Mcl-1 -2, Pf gametocyte -29, GSH bead fluor 36, Mcl1-Noxa inh 11, Avidin fluor 9, RGS7-Gao reg 99, RGS8-Gao reg 96, Mcl1-Bid inh 6, ABCB1 inh 2.9, RGS4-Gao reg 100 and ABCG2 inh 5.
CCOCCCNC(=O)CNC(=S)N(Cc1ccc(C)cc1)Cc1ccco1 was read as Bim-Mcl-1 -3, Pf gametocyte -15, GSH bead fluor 16, Mcl1-Noxa inh 13, Avidin fluor 11, RGS7-Gao reg 112, RGS8-Gao reg 102, Mcl1-Bid inh -29, ABCB1 inh 0.4, RGS4-Gao reg 102 and ABCG2 inh 2.
Screening CCOc1ccccc1NC(=O)C(OC(=O)c1cc(C)oc1C)c1ccccc1 (stereo unspecified) returned Bim-Mcl-1 -3, Pf gametocyte 9, GSH bead fluor 6, Mcl1-Noxa inh -25, Avidin fluor 6, RGS7-Gao reg 101, RGS8-Gao reg 90, Mcl1-Bid inh -27, ABCB1 inh -0.3, RGS4-Gao reg 102 and ABCG2 inh -2.
Screening CCN(C(=O)COc1ncnc2ccc(Br)cc12)C1CCS(=O)(=O)C1 (stereo unspecified) returned Bim-Mcl-1 -2, Pf gametocyte 16, GSH bead fluor 27, Mcl1-Noxa inh 6, Avidin fluor 6, RGS7-Gao reg 95, RGS8-Gao reg 101, Mcl1-Bid inh -29, ABCB1 inh 0.3, RGS4-Gao reg 99 and ABCG2 inh 2.
CCOC(=O)Cc1csc(NS(=O)(=O)c2ccc(C(F)(F)F)cc2)n1 was read as Pf gametocyte 12, Mcl1-Noxa inh 8, Avidin fluor 3, RGS7-Gao reg inconclusive, RGS8-Gao reg 99, Mcl1-Bid inh -7 and RGS4-Gao reg 98.
`CCCCNS(=O)(=O)c1ccc2nc(SCC(N)=O)[nH]c2c1` gave Pf gametocyte 1, Mcl1-Noxa inh 5, Avidin fluor 4, RGS7-Gao reg inconclusive, RGS8-Gao reg 100, Mcl1-Bid inh -24 and RGS4-Gao reg 97.
CCCCNC(=O)C1CCN(S(=O)(=O)c2cnc[nH]2)CC1 was read as Bim-Mcl-1 0, GSH bead fluor 13, Mcl1-Noxa inh 12, Avidin fluor 34, RGS7-Gao reg 98, RGS8-Gao reg 99, Mcl1-Bid inh -7, ABCB1 inh 0.7, RGS4-Gao reg 101 and ABCG2 inh 4.
CN(C)C(=O)COC(=O)c1cc(Cl)cc(Cl)c1N was read as Bim-Mcl-1 -2, Pf gametocyte 17, GSH bead fluor 19, Mcl1-Noxa inh 22, Avidin fluor 9, RGS7-Gao reg 99, RGS8-Gao reg 101, Mcl1-Bid inh -13, ABCB1 inh 0.7, RGS4-Gao reg 102 and ABCG2 inh 5.
`C#CCNC(=O)C1=C[C@H](c2coc3ccccc3c2=O)C[C@H](OCc2ccc(CO)cc2)O1` gave Bim-Mcl-1 0, Pf gametocyte -11, GSH bead fluor 18, Mcl1-Noxa inh -30, Avidin fluor 6, RGS7-Gao reg 106, RGS8-Gao reg 108, Mcl1-Bid inh 0, ABCB1 inh 0.6, RGS4-Gao reg 111 and ABCG2 inh 6.
For Cc1ccc(N(CC(N)=O)C2SC(=O)N(Cc3cccc(C(=O)O)c3)C2=O)cc1 (stereo unspecified) the results were Bim-Mcl-1 0, GSH bead fluor 21, Mcl1-Noxa inh -5, Avidin fluor 7, RGS7-Gao reg 101, RGS8-Gao reg 98, Mcl1-Bid inh -4, ABCB1 inh -0.3, RGS4-Gao reg 102 and ABCG2 inh 0.
Screening O=C(O)CCSc1ccccn1 returned Bim-Mcl-1 -1, GSH bead fluor 16, Mcl1-Noxa inh 15, Avidin fluor 7, RGS7-Gao reg 98, RGS8-Gao reg 101, Mcl1-Bid inh -35, ABCB1 inh 0.3, RGS4-Gao reg 102 and ABCG2 inh 1.
Screening Cc1ccc(C2=NNC(C(O)C(O)C(O)C(C)O)S2)cc1 (stereo unspecified) returned Bim-Mcl-1 0, GSH bead fluor 12, Mcl1-Noxa inh -14, Avidin fluor 15, RGS7-Gao reg 101, RGS8-Gao reg 101, Mcl1-Bid inh -37, ABCB1 inh 0.4, RGS4-Gao reg 103 and ABCG2 inh 2.
For O=C(CN(c1ccc(F)cc1)S(=O)(=O)c1ccc2c(c1)OCCO2)NCc1ccncc1 the results were Bim-Mcl-1 -3, Pf gametocyte -2, GSH bead fluor 26, Mcl1-Noxa inh 4, Avidin fluor 14, RGS7-Gao reg 102, RGS8-Gao reg 102, Mcl1-Bid inh 5, ABCB1 inh 0.5, RGS4-Gao reg 102 and ABCG2 inh 5.
Screening COc1ccc(C(=O)NC(C(=O)NCC2CCCO2)C(C)C)cc1 (stereo unspecified) returned Bim-Mcl-1 -2, GSH bead fluor 11, Mcl1-Noxa inh -21, Avidin fluor 22, RGS7-Gao reg 91, RGS8-Gao reg 102, Mcl1-Bid inh -15, ABCB1 inh 0.3, RGS4-Gao reg 93 and ABCG2 inh 1.
Cc1cc(C)n(-c2nnc(C)n2/N=C/c2ccco2)n1 was read as Bim-Mcl-1 1, Pf gametocyte 2, GSH bead fluor 10, Mcl1-Noxa inh 3, Avidin fluor 13, RGS7-Gao reg 94, RGS8-Gao reg 93, Mcl1-Bid inh -35, ABCB1 inh 0.2, RGS4-Gao reg 92 and ABCG2 inh 0.
CCN(C(=O)c1cc2c(=O)[nH]c3ccc(C)cc3c2s1)c1ccccc1F was read as Pf gametocyte 2, Mcl1-Noxa inh -12, Avidin fluor 6, RGS7-Gao reg inconclusive, RGS8-Gao reg 100, Mcl1-Bid inh 3 and RGS4-Gao reg 95.
`CCC(c1nnc(SCC(=O)NCCc2ccc(Cl)cc2Cl)o1)N(C)C` (stereo unspecified) gave Bim-Mcl-1 -2, Pf gametocyte 15, GSH bead fluor 23, Mcl1-Noxa inh 14, Avidin fluor 27, RGS7-Gao reg 97, RGS8-Gao reg 101, Mcl1-Bid inh 15, ABCB1 inh 1.6, RGS4-Gao reg 99 and ABCG2 inh 22.
For O=C(Cc1c(Cl)cccc1Cl)NCCc1ccc(Cl)cc1 the results were Bim-Mcl-1 -3, Pf gametocyte -13, GSH bead fluor 7, Mcl1-Noxa inh 2, Avidin fluor 3, RGS7-Gao reg 98, RGS8-Gao reg 103, Mcl1-Bid inh -5, ABCB1 inh 0.5, RGS4-Gao reg 100 and ABCG2 inh 1.
`CCOc1ccc(S(=O)(=O)N(C)CCO)cc1-c1nc2c(C(C)(C)C)nn(C)c2c(=O)[nH]1` gave Bim-Mcl-1 -3, GSH bead fluor 37, Mcl1-Noxa inh 12, Avidin fluor 10, RGS7-Gao reg 100, RGS8-Gao reg 105, Mcl1-Bid inh 6, ABCB1 inh 1.9, RGS4-Gao reg 101 and ABCG2 inh 1.
Cc1ccc2[nH]c3c(=O)n(CCCN4CCN(C)CC4)cnc3c2c1 was read as Bim-Mcl-1 -5, Pf gametocyte 6, GSH bead fluor 23, Mcl1-Noxa inh 7, Avidin fluor 30, RGS7-Gao reg 101, RGS8-Gao reg 102, Mcl1-Bid inh -6, ABCB1 inh 0.1, RGS4-Gao reg 103 and ABCG2 inh 14.
For Cc1ccc(OCC(=O)O/N=C(\N)Cc2ccc([N+](=O)[O-])cc2)cc1C the results were Pf gametocyte 4, Mcl1-Noxa inh 2, Avidin fluor 8, RGS7-Gao reg inconclusive, RGS8-Gao reg 102, Mcl1-Bid inh -6 and RGS4-Gao reg 100.
For Cc1ccc(-c2ccc(/C=N/n3cnnc3)o2)cc1Cl the results were Bim-Mcl-1 -2, Pf gametocyte 5, GSH bead fluor 29, Mcl1-Noxa inh 6, Avidin fluor 11, RGS7-Gao reg 101, RGS8-Gao reg 101, Mcl1-Bid inh -15, ABCB1 inh 0.1, RGS4-Gao reg 100 and ABCG2 inh 2.
CC(Nc1n[nH]c(=O)[nH]c1=O)C(=O)N/N=C/c1ccccc1 (stereo unspecified) was read as Pf gametocyte -1, Mcl1-Noxa inh 7, Avidin fluor 9, RGS7-Gao reg inconclusive, RGS8-Gao reg 97, Mcl1-Bid inh -19 and RGS4-Gao reg 97.
